PLCg1 inh = inhibitors of human phospholipase C gamma1; purified PLC-gamma1, fluorogenic substrate, fluorescence; inhibition, % at 12.2 µM; P19174; 370,000 compounds, 0.84% hits; AID 720700; in the data active means inhibition above about 9.5%
Target sequence (P19174 whole entry, looked up): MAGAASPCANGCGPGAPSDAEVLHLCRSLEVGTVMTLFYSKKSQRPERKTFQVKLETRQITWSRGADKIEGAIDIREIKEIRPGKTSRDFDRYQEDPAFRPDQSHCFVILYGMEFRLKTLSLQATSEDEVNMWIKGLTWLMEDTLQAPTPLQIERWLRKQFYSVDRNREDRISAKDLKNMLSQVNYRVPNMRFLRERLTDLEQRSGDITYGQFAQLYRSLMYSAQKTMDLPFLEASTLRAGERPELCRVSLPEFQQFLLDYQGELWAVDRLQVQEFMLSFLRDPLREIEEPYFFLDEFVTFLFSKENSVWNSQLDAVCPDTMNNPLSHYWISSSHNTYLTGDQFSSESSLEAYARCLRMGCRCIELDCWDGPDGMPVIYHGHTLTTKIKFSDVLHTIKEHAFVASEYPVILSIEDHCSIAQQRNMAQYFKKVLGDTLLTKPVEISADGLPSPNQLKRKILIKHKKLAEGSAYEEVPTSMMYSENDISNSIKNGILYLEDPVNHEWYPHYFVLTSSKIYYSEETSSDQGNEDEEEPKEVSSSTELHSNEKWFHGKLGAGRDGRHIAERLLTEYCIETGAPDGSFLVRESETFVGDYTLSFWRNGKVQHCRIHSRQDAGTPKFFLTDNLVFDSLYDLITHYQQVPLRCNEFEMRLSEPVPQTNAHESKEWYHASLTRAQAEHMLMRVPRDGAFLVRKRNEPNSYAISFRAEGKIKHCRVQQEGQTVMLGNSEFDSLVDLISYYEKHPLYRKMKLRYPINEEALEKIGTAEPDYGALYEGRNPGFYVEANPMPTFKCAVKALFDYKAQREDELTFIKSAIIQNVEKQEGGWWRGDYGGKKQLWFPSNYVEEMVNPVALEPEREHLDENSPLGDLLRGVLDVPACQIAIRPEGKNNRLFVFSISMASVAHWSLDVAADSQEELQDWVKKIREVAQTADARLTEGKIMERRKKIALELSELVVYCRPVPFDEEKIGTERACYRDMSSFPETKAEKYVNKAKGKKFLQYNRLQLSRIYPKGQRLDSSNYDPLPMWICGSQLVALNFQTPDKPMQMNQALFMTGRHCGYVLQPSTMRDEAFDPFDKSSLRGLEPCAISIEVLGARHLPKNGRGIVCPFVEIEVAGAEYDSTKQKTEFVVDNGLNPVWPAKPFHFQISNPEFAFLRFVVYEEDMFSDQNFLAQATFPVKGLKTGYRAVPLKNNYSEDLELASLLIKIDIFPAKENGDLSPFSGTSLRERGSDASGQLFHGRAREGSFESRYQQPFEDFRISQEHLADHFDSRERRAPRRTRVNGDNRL
ADAM17 inh = inhibitors of human ADAM17; P78536; recombinant ADAM17, EDANS/DABCYL FRET peptide cleavage; inhibition, % at 6.95 µM; 370,000 compounds, 0.83% hits; AID 720648;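 active means inhibition above the mean of compounds lying between control limits plus 3 SD, set per campaign, cut at about 8.5% in these data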;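 further: 0% = DMSO-only wells as the low control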
Tn6 DDE FP = inhibitors of Tn6 peptide binding to human fibrin DD(E); 370,000 compounds, 0.21% hits; Fibrin DD(E) TRITC-Tn6 fluorescence polarization displacement; inhibition, % at 8.3 µM;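 active means inhibition above a per-campaign cutoff: mean of compounds within control limits plus 3 SD, cut at about 15% in these data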;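 further: 0% = median of all compound wells on the plate and 100% = blocking peptide control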
ARFGAP1 inhibitor = inhibitors of rat ARFGAP1 | Arfgap1-stimulated ARF1 GTP hydrolysis, GDP FP detection | inhibition, % at 16.5 µM | 360,000 compounds, 0.26% hits | AID 651572;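 active means inhibition above a per-plate limit, mean inhibition of low control wells plus 3 SD, cut at about 25% in these data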;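 further: 0% = DMSO wells with enzyme and 100% = wells lacking Arfgap1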
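material = rat Arfgap1 catalytic domain, aa 1-136 | also added = human ARF1(Δ1-17)-GTP substrate | compound dosing = one concentration, 16.5 µM, DMSO 1.26% | times = GTP hydrolysis reaction 2 h at 25 °C | measured by = FP, GDP Alexa 633 tracer displaced from anti-GDP antibody, 620/688 nm | evaluation = percent inhibition of Arfgap1-stimulated GTP hydrolysis | replication = single well per compound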
ASAP1 inh = inhibitors of human ASAP1 ArfGAP activity. 360,000 compounds, 0.19% hits. Q9ULH1. AID 624377. ASAP1-stimulated ARF1 GTP hydrolysis, GDP FP detection. inhibition, % at 16.5 µM; in the data active means inhibition above about 25%;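 further: 0% = vehicle with enzyme and substrate and 100% = no enzyme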
KLK7 zymogen act = activates the human kallikrein-7 zymogen. P49862. 370,000 compounds, 0.9% hits. AID 652039. purified proKLK7, EDANS-DABCYL substrate fluorescence; 100% is mature enzyme control, 0% vehicle. activation, % at 7 µM;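 active means activation above the mean of all tested compounds plus 3 SD, computed per campaign excluding outliers beyond control limits, cut at about 13% in these data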
DDE Tn7 FP inh = disrupts Tn7 cyclic peptide binding to fibrin D-Dimer-E complex; P02675; FP displacement of FITC-Tn7 peptide from fibrin DD(E); 0% = median of compound wells per plate; inhibition, % at 8.3 µM; 370,000 compounds, 0.13% hits;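 active means inhibition above the mean of compounds falling within the control limits plus 3 SD of them, cut at about 14% in these data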;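 further: 0% = plate median of compound wells and 100% = 10 µM Aha-Tn7 peptide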
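assay system = human clot-derived fibrin DD(E) complex | quantity = Fibrin-DD(E) at 2 µM final | timing = 10 min preincubation, 3 h with tracer, room temperature | signal = fluorescence polarization | measure = percent inhibition | benchmarks = high control wells with 10 µM unlabelled Aha-Tn7 peptide (full inhibition) | replicates = singlicate testing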
PLC-beta3 inh = PLC-beta3 (human) inhibition, primary screen. Q01970. Purified PLC-beta3, fluorogenic substrate, fluorescence. inhibition, % at 12.2 µM. 370,000 compounds, 0.18% hits; in the data active means inhibition above about 11%;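 further: 0% = median of compound wells on plate and 100% = full blocker control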
UHRF1 binding = UHRF1 methyl-DNA binding inhibition. Q96T88. UHRF1 binding to methylated oligo, TR-FRET. inhibition, % at 4.4 µM. 370,000 compounds, 0.75% hits. AID 687016; in the data active means inhibition above about 21%;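 further: UHRF1 SRA domain binding a hemimethylated CpG hairpin DNA probe; 0% = median of test compound wells and 100% = reference inhibitor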
MBD2 DNA inh = inhibitors of human MBD2 binding to methylated oligonucleotide | TR-FRET | inhibition, % at 4.4 µM | Q9UBB5 | 370,000 compounds, 0.31% hits; in the data active means inhibition above about 13%
* marks the source's active call; other numbers are inactive results; i = inactive; · = no result given.

ADAM17 inh	ARFGAP1 inhibitor	PLCg1 inh	UHRF1 binding	KLK7 zymogen act	canonical_smiles	Tn6 DDE FP	ASAP1 inh	PLC-beta3 inh	DDE Tn7 FP inh	MBD2 DNA inh
-4	3	1	-1	0.5	CCC/C=C/c1ccc(CN2C(C)C(=O)N(Cc3cn(CCOCOC)nn3)CCS2(=O)=O)cc1 (configuration not stated)	-3	-1	2	2	4
1	-6	-1	0	-0.2	Cc1ccc(CC2S/C(=C(/C#N)C(=O)N3CCOCC3)N(c3ccccc3)C2=O)cc1 (configuration not stated)	2	8	-4	-1	-1
-3	-1	2	4	-0.3	CCC(Sc1nc(=O)cc(N)n1-c1cccc(C)c1)C(=O)Nc1cc(C)on1 (configuration not stated)	-5	3	1	2	3
2	-2	1	-1	0.0	CC1CCC2(CC1)NC(=O)N(CC(=O)Nc1cc(S(=O)(=O)N3CCCC3)ccc1Cl)C2=O (configuration not stated)	0	-3	1	3	-5
-7	-5	-2	1	0.3	COc1ccc(C(=O)NCc2cnn(C)c2C)cc1OC1CCN(C(C)C)CC1	4	0	-8	6	3
-5	-1	3	1	-0.6	CCCCN(C(=O)CSc1nncn1-c1ccccc1OC)c1c(N)n(Cc2ccccc2)c(=O)[nH]c1=O	4	-7	-5	-3	-6
0	5	-1	-2	0.4	CN(C)C(=O)C[n+]1cccc(/C=N/O)c1	6	13	-3	6	3
6	-2	2	-1	-0.7	COc1cccc(OCC(=O)O/N=C(\N)c2ccc(OC)c(OC)c2)c1	-2	9	5	3	-4
0	1	2	-1	-0.1	C=CCc1ccc(OCC(O)CO)c(OC)c1 (configuration not stated)	3	9	1	-2	1
-5	7	-1	0	-0.4	CC(OC(=O)CSc1ccc([N+](=O)[O-])cc1)C(=O)NCc1ccco1 (configuration not stated)	3	7	-4	-9	2
1	6	2	2	-0.5	Cc1cc(C)n(CC(=O)NCCC2=CCCCC2)n1	-6	-5	-4	-4	-1
0	-1	0	-1	-0.5	C/C(=N\NC(=O)COc1ccc(C(C)(C)C)cc1)c1ccc(N2CCOCC2)cc1	-3	10	-2	4	-1
2	1	4	2	-0.2	CN1CCN(C(N)=NC(=O)c2ccccc2)CC1	1	-16	1	-2	-3
-1	1	-1	-1	0.1	CC1(c2ccccc2)NC(=O)N(CC(=O)N2CCN(S(=O)(=O)c3cccc([N+](=O)[O-])c3)CC2)C1=O (configuration not stated)	5	-5	0	1	-4
-3	13	-10	0	-0.2	CC(/C=C/c1ccccc1)=N\Nc1nc(C)cc(C)n1	5	10	-9	-4	-1
2	6	-3	2	-0.2	O=C(COC(=O)C1=NN(c2ccccc2)C(=O)CC1)Nc1ccc([N+](=O)[O-])cc1C(F)(F)F	-11	-8	-5	1	3
1	·	1	-2	0.3	CCCCNC(=O)C[C@H]1C[C@@]2(C(=O)OC)C(=C[C@H](C3CCCC3)O[C@@H]2C)N(CCc2ccc(OC)c(OC)c2)C1=O	2	·	1	-5	4
11*	4	15*	2	0.1	OC(CSc1c(Cl)cccc1Cl)CN1CCN(c2ccc(F)cc2)CC1 (configuration not stated)	3	4	8	1	-5
2	-3	1	-2	-1.2	O=C(NC(=S)Nc1ccc(N2CCOCC2)c(Cl)c1)C(c1ccccc1)c1ccccc1	4	-8	0	-3	0
0	-4	2	-4	0.5	COc1ccccc1CN1C(=O)c2cccc3cccc(c23)C1=O	3	-2	3	0	-3
3	-4	2	-1	0.2	O=C(CCNS(=O)(=O)c1ccccc1C(F)(F)F)NCCCc1ccccc1	-2	4	-5	-5	-2
-5	2	0	0	0.8	Cc1ccc(NC(=O)C2CCCN(S(=O)(=O)c3c(C)noc3C)C2)cc1 (configuration not stated)	1	-9	-3	-1	4
-4	15	2	-1	0.1	O=C(COC(=O)/C=C/c1ccc(Cl)cc1)Nc1ccc2[nH]c(=O)[nH]c2c1	-12	-3	2	-1	6
-3	3	2	-1	0.4	COc1ccc(CNC(=O)CSc2nnnn2C)cc1OC	5	-4	-4	3	-1
0	-5	-1	0	-0.2	COc1ccc(NC2CCCN(C(=O)c3ccccc3N3CCOCC3)C2)cc1OC (configuration not stated)	-2	5	-3	-5	-1

Look-ups from above.
Value of `CC(/C=C/c1ccccc1)=N\Nc1nc(C)cc(C)n1` under PLCg1 inh: -10
Value of `CCC/C=C/c1ccc(CN2C(C)C(=O)N(Cc3cn(CCOCOC)nn3)CCS2(=O)=O)cc1` (configuration not stated) under PLC-beta3 inh: 2
Value of `COc1ccccc1CN1C(=O)c2cccc3cccc(c23)C1=O` under ASAP1 inh: -2
Value of `OC(CSc1c(Cl)cccc1Cl)CN1CCN(c2ccc(F)cc2)CC1` (configuration not stated) under PLCg1 inh: 15*
Value of `C/C(=N\NC(=O)COc1ccc(C(C)(C)C)cc1)c1ccc(N2CCOCC2)cc1` under ADAM17 inh: 0
Value of `O=C(CCNS(=O)(=O)c1ccccc1C(F)(F)F)NCCCc1ccccc1` under ADAM17 inh: 3
Value of `O=C(COC(=O)/C=C/c1ccc(Cl)cc1)Nc1ccc2[nH]c(=O)[nH]c2c1` under DDE Tn7 FP inh: -1

The listing continues.
ADAM17 inh	ARFGAP1 inhibitor	PLCg1 inh	UHRF1 binding	KLK7 zymogen act	canonical_smiles	Tn6 DDE FP	ASAP1 inh	PLC-beta3 inh	DDE Tn7 FP inh	MBD2 DNA inh
-107	-3	-226	-7	15*	CN1CC=C2C(C#N)=C(N)C(C#N)(C#N)C(c3ccsc3)C2C1 (configuration not stated)	15	-10	-267	5	-9
2	5	-2	-1	0.2	C=C(C)CNC(=O)c1ccc(OC2CCN(C(=O)COC)CC2)cc1	1	-11	-2	-12	5
-3	-9	-1	1	0.9	COc1cc(OC)c(OC)cc1/C=N/NC(=O)c1cnccn1	2	-4	-3	3	-5
3	8	-1	0	0.0	O=C(c1ccncc1)N1CCN(S(=O)(=O)c2ccccc2Br)CC1	1	2	-6	5	0
0	-3	2	-1	0.0	O=[N+]([O-])c1ccc(Cl)c(CN2CCN(c3ncccn3)CC2)c1	-4	12	0	-2	-3
-2	3	-1	4	0.3	O=C(COc1cccc2ccccc12)NNC(=O)C1CCCO1 (configuration not stated)	7	5	5	-5	1
-11	-1	i	-4	-4.7	CCCCNC(=O)COC(=O)c1c2c(nc3ccccc13)/C(=C\c1cccs1)CC2	-14	12	i	3	-5
-1	-10	0	-1	-0.3	CCOC(=O)Cc1csc(NC(=O)Nc2cccs2)n1	2	6	-2	-2	0
-2	-3	-11	0	0.4	OC[C@@H]1CN(Cc2ccco2)C[C@H](n2cnc3c(N4CCN(c5ccccc5)CC4)ncnc32)O1	-5	13	4	3	0
-3	10	5	4	0.4	CC(=O)Nc1nnc(SCC(=O)Nc2ccc3c(c2)OCCO3)s1	-9	18	3	3	8
1	-18	2	0	0.3	CN(C(=O)COC(=O)Cc1c(F)cccc1Cl)c1c(N)n(Cc2ccccc2)c(=O)[nH]c1=O	0	1	-3	-1	-1
-5	12	0	-10	0.9	CCN(CC)CCCNC1=C(Cl)C(=O)c2ccccc2C1=O	-3	13	-10	1	-15
-8	8	-442	-1	-5.8	CC(=O)N1C(=O)C2(Nc3ccccc3N2)c2ccccc21	6	-3	-5	0	1
-1	7	0	1	-0.1	c1ccc(-c2ccccc2OCCN2CCOCC2)cc1	-1	-1	-1	-3	-4
1	-2	3	-3	-0.1	CN(C)C(=O)Cn1nc(-c2ccccc2)c2ccccc2c1=O	0	-3	1	-8	2
-6	1	-2	0	-0.7	COC(C[C@H](O)C[C@@H](O)[C@@H](C)OCc1ccccc1)OC	7	5	1	4	1
-2	-13	-30	-5	-0.3	COc1ccc(-c2cc(NC=O)c3ncc(-c4cccc(C(F)(F)F)c4)n3c2)cc1OC	2	4	-43	-7	1
0	4	4	-1	0.1	COc1ccc(/C=N/NC2=NS(=O)(=O)c3ccccc32)cc1OC(C)=O	1	5	-7	11	-1
-3	-1	-2	-1	0.3	COc1cccc(CN(C)C(=O)CSC(C)C(=O)Nc2cc(C)on2)c1OC (configuration not stated)	3	-2	-1	6	0
-2	-3	4	0	-0.5	CCN(CC)S(=O)(=O)c1ccc(C(=O)NN(C)C2=NS(=O)(=O)c3ccccc32)cc1	-3	-3	-5	-1	-6

Part of the list above in order of count of non-hydrogen atoms, high to low.
ADAM17 inh	ARFGAP1 inhibitor	PLCg1 inh	UHRF1 binding	KLK7 zymogen act	canonical_smiles	Tn6 DDE FP	ASAP1 inh	PLC-beta3 inh	DDE Tn7 FP inh	MBD2 DNA inh
-2	-3	4	0	-0.5	CCN(CC)S(=O)(=O)c1ccc(C(=O)NN(C)C2=NS(=O)(=O)c3ccccc32)cc1	-3	-3	-5	-1	-6
0	4	4	-1	0.1	COc1ccc(/C=N/NC2=NS(=O)(=O)c3ccccc32)cc1OC(C)=O	1	5	-7	11	-1
-8	8	-442	-1	-5.8	CC(=O)N1C(=O)C2(Nc3ccccc3N2)c2ccccc21	6	-3	-5	0	1
-1	-10	0	-1	-0.3	CCOC(=O)Cc1csc(NC(=O)Nc2cccs2)n1	2	6	-2	-2	0

High-throughput results (PubChem)
